Bioassay records from PubChem.
BaF3 parental: reduces parental Ba/F3 cell viability, JAK2V617F counter-screen | actives 1.1% (n = 220,000) | AID 1486 | CellTiter-Glo ATP luminescence | inhibition, % at 5.6 µM;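 active = inhibition above a per-campaign cutoff, the mean inhibition of all tested compounds plus 3 SD, cut at about 27% in these data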;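 also: 0% = DMSO wells and 100% = JAK Inhibitor I control wells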
NPY-Y2 PAM-ag: human NPY-Y2 potentiation or agonism, primary screen. cells expressing NPY-Y2, potentiator/agonist read-out. actives 0.45% (n = 220,000). activation, % at 3.6 µM. P49146; in the data active = activation above about 27%;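 also: cells stimulated with NPY near EC25 plus isoproterenol at EC100; 0% = vehicle plus submaximal agonist and 100% = vehicle plus saturating agonist; some results beyond the cut were filed as inactive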
Wee1 degr inh: blocks degradation of human Wee1 kinase; reporter increase, % at 5 µM; HeLa Luc-Wee1K328M stability, luciferase luminescence; 100% = proteasome inhibitor MG132 effect; actives 1.2% (n = 220,000); P30291;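 active = activation above the mean of all tested compounds plus 3 SD, set per screening run, cut at about 8.8% in these data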;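 also: cells exposed to compound for 20 h before luminescence read; 0% = DMSO alone and 100% = MG132 at 30 µM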
S1P4 antag: human S1P4 receptor antagonism; O95977; S1P4-expressing cells, antagonist mode, reporter read-out; inhibition, % at 4.98 µM; actives 0.26% (n = 220,000); AID 1510; in the data active = inhibition above about 29%;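 also: 0% = wells stimulated with agonist and 100% = vehicle wells without agonist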
S1P4 ag: agonists of human S1P4 receptor. activation, % at 4.98 µM. S1P4-expressing cell line, agonist reporter assay. actives 0.35% (n = 220,000). O95977; in the data active = activation above about 11%;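 also: 0% = DMSO vehicle and 100% = reference agonist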
eIF4E 4G PPI: eIF4E/eIF4G interaction inhibition in translation initiation; P63073+Q04637; TR-FRET eIF4E-eIF4GI(517-606) binding, 2 h; inhibition, % at 21.7 µM; actives 0.37% (n = 220,000); AID 782;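 active = inhibition above about 30%, limit read from the data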;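 also: 0% = full FRET control wells and 100% = background wells lacking eIF4GI fragment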
Target sequence (P63073 whole entry, looked up, the tested form may be a part): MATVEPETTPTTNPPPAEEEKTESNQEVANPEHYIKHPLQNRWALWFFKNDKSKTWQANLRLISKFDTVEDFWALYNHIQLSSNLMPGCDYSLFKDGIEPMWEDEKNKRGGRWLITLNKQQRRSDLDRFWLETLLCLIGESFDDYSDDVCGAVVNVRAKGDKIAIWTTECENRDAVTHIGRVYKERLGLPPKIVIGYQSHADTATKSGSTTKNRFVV
Target sequence (Q04637 whole entry, looked up, the tested form may be a part): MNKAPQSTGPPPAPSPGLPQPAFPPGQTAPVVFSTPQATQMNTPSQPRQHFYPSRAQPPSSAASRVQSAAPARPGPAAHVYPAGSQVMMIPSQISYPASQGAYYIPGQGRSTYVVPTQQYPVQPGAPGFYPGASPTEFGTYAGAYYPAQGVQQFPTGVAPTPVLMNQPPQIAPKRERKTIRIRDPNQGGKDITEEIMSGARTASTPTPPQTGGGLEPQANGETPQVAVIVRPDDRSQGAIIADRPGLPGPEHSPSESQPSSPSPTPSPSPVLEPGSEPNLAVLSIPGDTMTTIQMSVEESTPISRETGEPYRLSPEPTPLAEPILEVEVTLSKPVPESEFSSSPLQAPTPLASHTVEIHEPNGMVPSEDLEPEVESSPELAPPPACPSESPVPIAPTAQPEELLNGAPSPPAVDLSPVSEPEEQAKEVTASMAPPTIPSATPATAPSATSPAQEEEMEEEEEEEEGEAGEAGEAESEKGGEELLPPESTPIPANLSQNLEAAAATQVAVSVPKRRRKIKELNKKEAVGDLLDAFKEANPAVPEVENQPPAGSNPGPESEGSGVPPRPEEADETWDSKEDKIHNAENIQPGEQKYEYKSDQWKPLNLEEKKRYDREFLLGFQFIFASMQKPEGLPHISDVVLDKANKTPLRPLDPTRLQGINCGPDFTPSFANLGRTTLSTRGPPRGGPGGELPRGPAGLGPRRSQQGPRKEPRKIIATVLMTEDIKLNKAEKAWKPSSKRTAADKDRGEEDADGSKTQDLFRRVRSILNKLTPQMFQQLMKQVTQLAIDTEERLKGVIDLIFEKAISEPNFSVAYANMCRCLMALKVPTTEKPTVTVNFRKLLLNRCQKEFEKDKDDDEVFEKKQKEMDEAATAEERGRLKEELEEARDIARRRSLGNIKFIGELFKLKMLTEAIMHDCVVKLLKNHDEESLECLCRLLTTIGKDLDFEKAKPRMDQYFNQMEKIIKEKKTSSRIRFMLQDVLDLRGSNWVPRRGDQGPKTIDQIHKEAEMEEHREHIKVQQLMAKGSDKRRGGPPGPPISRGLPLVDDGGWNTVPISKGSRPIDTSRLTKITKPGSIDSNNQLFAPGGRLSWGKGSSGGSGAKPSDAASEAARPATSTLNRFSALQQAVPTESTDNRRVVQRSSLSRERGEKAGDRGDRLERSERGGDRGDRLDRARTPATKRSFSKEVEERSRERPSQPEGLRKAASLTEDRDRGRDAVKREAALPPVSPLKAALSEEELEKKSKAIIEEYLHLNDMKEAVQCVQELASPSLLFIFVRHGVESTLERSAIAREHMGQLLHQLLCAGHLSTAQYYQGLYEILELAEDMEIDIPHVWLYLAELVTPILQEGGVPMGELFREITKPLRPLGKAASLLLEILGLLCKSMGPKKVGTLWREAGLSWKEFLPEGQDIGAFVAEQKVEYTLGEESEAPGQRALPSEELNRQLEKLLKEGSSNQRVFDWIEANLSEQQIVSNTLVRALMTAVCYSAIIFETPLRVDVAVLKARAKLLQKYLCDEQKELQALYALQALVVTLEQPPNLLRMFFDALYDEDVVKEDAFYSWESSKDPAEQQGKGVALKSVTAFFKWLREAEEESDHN
PERK inh: inhibitors of human PERK kinase. inhibition, % at 5.6 µM. actives 0.17% (n = 220,000). CHO PERK-DD fusion, SEAP luminescence translation reporter;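 active = inhibition above the mean inhibition of all tested compounds plus 3 SD, set separately per screening campaign, cut at about 2.9% in these data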;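 also: PERK kinase domain activated by AP20187 dimerizer at 100 nM; 0% = DMSO with dimerizer and 100% = rapamycin at 8.4 µM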
Ba/F3 V617F tox: reduce viability of Ba/F3 cells dependent on JAK2V617F; Ba/F3 EpoR-JAK2V617F viability, ATP luminescence; inhibition, % at 5.6 µM; actives 1.1% (n = 220,000);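 active = inhibition above the campaign mean plus 3 SD over all tested compounds, cut at about 24% in these data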;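 also: cytokine-independent growth of Ba/F3 cells driven by EpoR plus mutant JAK2; 0% = DMSO-treated cells and 100% = JAK inhibitor I control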
MDM2 E3 inh: Mdm2 E3 ligase (human) inhibition. Q00987. cell-based MDM2 ubiquitination luciferase reporter, 2 h; 0 = plate control, 100 = twice control, blank-subtracted. signal enhancement, % at 5 µM. actives 0.11% (n = 210,000);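 active = signal enhancement of 30% or more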;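 also: luminescence tracks abundance of the self-degrading MDM2-luciferase fusion protein; higher signal means inhibition of MDM2 E3 ligase activity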
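Timing – 2 h compound exposure at 37 °C · Assay system – mammalian cells stably expressing self-ubiquitinating, self-degrading MDM2 E3–luciferase fusion · Amount – 2000 cells seeded into each well · Measure – % luminescence enhancement versus blank-corrected plate control mean · Measured by – SteadyLite luminescence, 15 min reagent step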
Starred values were filed as active, the others as inactive; . = not tested or not shown; [ ] = another dose, or the depositor's remark. Hits appear at their usual frequency. Share with any hit: about 4.1%.

SMILES	BaF3 parental	NPY-Y2 PAM-ag	Wee1 degr inh	S1P4 antag	S1P4 ag	eIF4E 4G PPI	PERK inh	Ba/F3 V617F tox	MDM2 E3 inh
Clc1ccc2nc(C3CCN(Cc4nnnn4C4CCCCC4)CC3)[nH]c2c1	3	-1	0	0	-2.8	-7	-1.7	0	-4
Cc1cc(NC(=O)CSc2nc(=O)cc(N)n2-c2ccc(Cl)cc2)no1	1	-6	-3	-13	1.4	-4	-0.1	0	-14
Cc1cc(NC(=O)c2cc(-c3ccc(C)s3)nc3ccccc23)no1	7	-28	1	-4	0.5	1	1.0	-2	-11
Cc1oc(C(=O)O)cc1COc1ccc2c3c(c(=O)oc2c1C)CCC3	4	-9	2	-12	0.5	-18	-1.3	2	-9
COc1ccccc1NC(=O)Cc1csc(N)n1	8	6	-3	20	0.3	-3	1.4	3	-14
Clc1nc(Nc2ccccc2)nc(Nc2ccccc2)n1	-1	13	-1	-14	0.0	4	-0.3	-4	10
Cc1cc(C)c(O)c(-c2cc(C(=O)Nc3c(C)n(C)n(-c4ccccc4)c3=O)[nH]n2)c1	-2	-5	-2	15	-1.5	3	-1.2	-4	5
Cc1cc(C)nc(NC(=O)c2c(-c3ccccc3Cl)noc2C)c1	-2	13	6	4	-0.5	-1[fluorescence artefact?]	-1.5	-5	-7
CC(=O)NCc1cn2c(C)csc2n1	2	2	2	-44	1.2	3	1.0	-4	-13
O=C(NCCCn1ccnc1)c1ccc(N2CCCCCC2)c([N+](=O)[O-])c1	6	-9	0	5	-0.3	0	-0.1	1	-5
CC(C)(C)OC(=O)N/N=C/c1cc(N=Nc2ccccc2)ccc1O	-2	-1	-3	2	-0.7	-3	0.8	-5	-8
CNC(=O)c1sc(-c2ccc(Cl)cc2)nc1C	2	2	1	1	-2.6	-4[fluorescence artefact?]	0.8	0	-13
O=C(CCCc1ccccc1)NC1CC1	2	-6	0	8	-0.2	-8	0.0	1	0
CC1CC(=S)Nc2ccccc2N1C(=O)Nc1ccccc1 (stereo not drawn)	0	13	-3	-4	-0.8	-6	-0.5	0	-3
CC(C)CNS(=O)(=O)c1cc(C(=O)N2CC(C)OC(C)C2)c(Cl)cc1Cl (stereo not drawn)	7	-7	1	-8	-0.5	0	-0.3	3	-2
CCN(Cc1ccccc1)C(=O)CSc1nncn1C	0	8	1	-2	1.5	3	0.4	0	-9
CN(C)CCCN(C(=O)C1COc2ccccc2O1)c1nc2ccc(F)cc2s1 (stereo not drawn)	3	-7	-2	-4	-0.8	5	0.6	0	-10
O=C(CN1C(=O)COc2ccccc21)NCCN1CCC(Cc2ccccc2)CC1	1	-13	0	-4	0.5	-3	-2.0	-3	-17
CC(C)(C)OC(=O)N1CCC(c2c(C(=O)O)cnn2-c2ccc(Cl)cc2)CC1	8	9	3	-13	1.1	10	-0.3	-1	-49
CC(=O)C1=C(O)C(=O)N(Cc2ccccc2)C1c1ccco1 (stereo not drawn)	10	1	-2	-7	0.1	-3	1.5	0	-13
COC(=O)C(C(=O)OC)c1ccc(-n2cccc2)cc1	0	8	3	-1	-2.7	-2	2.3	-3	-31
Cc1cccc(C)c1NC(=O)c1cc(S(=O)(=O)N2CCOCC2)ccc1F	8	-9	2	-2	1.2	7	0.6	-2	.
CN(c1ccccc1)S(=O)(=O)c1ccc(NC(=S)NC(=O)C2CC2)cc1	12	1	1	-17	-0.5	-2	-0.4	6	-14
CC(O)C(O)C(O)C(O)/C=N/NC(=O)c1ccccc1 (stereo not drawn)	6	5	-2	-2	-0.1	3[fluorescence artefact?]	-0.3	1	-17
CCCCN(CCCC)CC(O)COc1ccc(Br)cc1 (stereo not drawn)	-11	-34	3	23	-0.8	-10	-0.2	4	.
CSCCOC(=O)C1=C(C)NC(=O)CC1c1ccccc1Cl (stereo not drawn)	7	-9	-2	-9	-0.4	-4	0.3	2	-1
Cc1ccc(NS(=O)(=O)c2cc(N)ccc2Cl)c(C)c1	-3	-19	-2	-6	-0.1	-5	1.6	-2	-15
CN(CC(=O)NCCc1ccc(F)cc1)Cc1cccs1	6	2	-2	-13	1.8	-3	-0.3	0	6
Cc1cc(NC(=O)CSc2ncnc3ccccc23)no1	2	10	-3	-2	0.7	-2	0.3	-3	-19
O=C(NCCCn1ccnc1)c1cc(-c2ccccc2)on1	5	-11	0	26	-2.6	1	-0.3	6	-10
CCOc1ccccc1NC(=O)C(NCC1(N2CCCCC2)CCCCC1)c1ccccc1 (stereo not drawn)	5	-13	2	-2	0.6	4	-0.4	3	-21
COc1cc2c(cc1OC)C(c1ccccc1)N(S(C)(=O)=O)CC2 (stereo not drawn)	3	10	1	-6	0.3	-1	0.9	-1	-4
CCOC(=O)N1CCN(C(=O)Cn2ncn3nc(-c4cccs4)cc3c2=O)CC1	0	14	0	-22	0.2	0	2.2	-5	-1
CCCCc1nnc(SCc2ccc(OCC)cc2)n1N	-2	19	1	-15	-2.8	-4	0.0	-6	-22
CCOc1ccc(-c2c(C(=O)N/N=C/c3ccc(OC)cc3)nnn2-c2nonc2N)cc1	2	13	-3	-16	1.0	4	-0.7	-4	-8
Cc1ccc(S(=O)(=O)NC2=NCN(CCOC(=O)c3ccc([N+](=O)[O-])cc3)CN2)cc1	9	0	0	0	2.8	7[fluorescence artefact?]	0.4	0	4
Cc1nc(N2CCOCC2)nc(N2CCC(C)CC2)c1[N+](=O)[O-]	1	-46	-2	1	-0.5	-5	-0.8	-3	-11
Cc1ccccc1C(=O)O/N=C(\c1ccccc1)c1ccccn1	5	18	3	-10	-0.6	0	-0.8	-1	.
CCn1c2ccccc2c2nnc(SCC(=O)NCCOC)nc21	4	12	4	1	0.7	0	-1.1	3	-2
CCOC(=O)/C=C1\NC2(CCCCC2)Cc2cc(OC)c(OC)cc21	2	8	0	-6	-0.4	.	0.9	0	.

Among those listed so far, these have fluorine:
SMILES	BaF3 parental	NPY-Y2 PAM-ag	Wee1 degr inh	S1P4 antag	S1P4 ag	eIF4E 4G PPI	PERK inh	Ba/F3 V617F tox	MDM2 E3 inh
CN(C)CCCN(C(=O)C1COc2ccccc2O1)c1nc2ccc(F)cc2s1 (stereo not drawn)	3	-7	-2	-4	-0.8	5	0.6	0	-10
Cc1cccc(C)c1NC(=O)c1cc(S(=O)(=O)N2CCOCC2)ccc1F	8	-9	2	-2	1.2	7	0.6	-2	.
CN(CC(=O)NCCc1ccc(F)cc1)Cc1cccs1	6	2	-2	-13	1.8	-3	-0.3	0	6

(more compounds)
SMILES	BaF3 parental	NPY-Y2 PAM-ag	Wee1 degr inh	S1P4 antag	S1P4 ag	eIF4E 4G PPI	PERK inh	Ba/F3 V617F tox	MDM2 E3 inh
CCC(C)Cn1c(S(=O)(=O)O)nc2ccccc21 (stereo not drawn)	2	-5	-3	-14	-0.3	9[fluorescence artefact?]	1.2	-2	-9
C/C(=N/NC(=O)c1ccoc1C)c1cccc(NC(=O)C2CC2)c1	8	6	3	-17	-1.0	-4	0.9	2	-5
Cc1ccc(CN2CCc3c(OCC(=O)Nc4cc(C)ccc4C)cccc3C2=O)cc1	10	-1	-3	-20	0.4	9	0.4	-3	7
CCn1nc(C)c(NC(=O)c2ccc(Br)o2)c1C	1	0	0	-17	1.2	5[fluorescence artefact?]	0.8	-2	2
COc1ccc(C(=O)Nc2ccccc2C(=O)NCCCn2ccnc2)cc1	1	-2	1	5	0.7	5	0.5	1	-14
Cc1ccc2[nH]c3c(c2c1)CCC3=O	0	-4	0	-8	-0.5	1	0.1	-1	-8
Cc1ccccc1OCCCSc1nc2ccccc2[nH]1	8	8	0	-4	-0.4	1	-0.2	3	-6
Cc1cccc(NC(=O)c2sc(NC(=O)COc3ccccc3)c(C#N)c2C)c1C	5	1	-2	5	0.0	7[fluorescence artefact?]	1.5	2	-2
COc1ccc(C(=O)Nc2c(Cl)cc(Cl)cc2C(=O)NCc2ccco2)cc1	2	1	5	-16	-0.6	3	-1.1	-1	.
O=C(CC(C(=O)O)c1ccccc1)c1cccs1 (stereo not drawn)	0	-4	-2	-1	0.7	0	-0.9	2	-8
Cc1nnsc1C(=O)N(Cc1ccccc1)C(C)C	-1	-5	5	8	-2.8	-2	-0.6	2	-8
CCOP(=O)(OCC)C(Nc1ccc(OC)cc1)c1ccco1 (stereo not drawn)	1	-5	4	-20	1.9	-1	-0.2	1	-11
Cc1cccc(C(=O)N[C@H](C(=O)OCC(=O)NC(=O)c2cccn2C)C(C)C)c1	4	10	0	0	-1.4	-3	0.4	-3	7
Cc1ccc(/C=N/N=C2/NC(=O)C(CC(=O)Nc3ccccc3)S2)o1 (stereo not drawn)	7	5	-1	-10	0.0	0	0.9	1	-11
O=C(Cc1ccccc1)Nc1nc(-c2cccc([N+](=O)[O-])c2)cs1	-1	1	-3	-9	0.2	3	-0.6	-4	-12
CCCC(=O)NC(C)c1nc2ccccc2n1C(C)C (stereo not drawn)	8	-10	8	-1	-0.7	0[fluorescence artefact?]	0.7	2	-8
O=C(Nc1c2c(nc3c1CCC3)CCCC2)c1ccccn1	6	9	4	-13	-0.3	-8	-0.3	3	-8
COC(=O)C1=C(C)N(Cc2ccc(OC)cc2)C(=O)C1	5	1	-2	-36	0.4	-6	-0.1	-1	-23
Cc1ccc(/C=C/C(=O)OCC(=O)NCCN2C(=O)CSC2=O)cc1	3	-10	2	5	0.0	1	1.0	-3	-4
COc1ccc(CC2S/C(=N/N=C/c3ccc(O)cc3)NC2=O)cc1 (stereo not drawn)	-1	-5	-3	6	-0.6	1	-0.2	-3	-22
Fc1ccc(N=c2ssnc2Cl)c(F)c1	7	7	-1	1	-2.0	51*	0.6	3	-39
Cn1cc(C(=O)N/N=C/c2cccs2)c2ccccc21	2	-13	2	5	-0.8	1	0.4	-3	-8
CC1=CC(C)C2(CO)COC(c3ccccc3O)C1C2C (stereo not drawn)	3	28	2	-4	-1.7	10	0.0	58*	-18
CC(=O)Nc1cccc(/C(C)=N/NC(=O)c2cccs2)c1	6	4	-2	-4	-0.3	6	1.2	1	2
CCN(Cc1ccccc1)S(=O)(=O)c1ccc(C(=O)Nc2nnc(-c3ccccc3OC)o2)cc1	2	5	-1	18	0.5	5	1.1	-2	-1
Cc1ccc(C(=O)Nc2ncc3c(n2)CC(c2ccco2)CC3=O)cc1 (stereo not drawn)	3	3	0	4	0.5	-9[fluorescence artefact?]	-0.8	2	-13
COc1ccc(Cn2cc3c(-c4ccc(F)cc4)nnc-3c3cc(OC)c(OC)cc32)cc1	13	11	0	-2	-1.7	-3[fluorescence artefact?]	-0.4	2	-22
CCOc1c(Cl)cc(CNC(C)(C)CC(C)(C)C)cc1OC	7	8	-2	6	-2.8	-1[fluorescence artefact?]	-0.8	-1	-15
O=C(Nc1ccc2c(c1)OCO2)c1ccc(Cl)s1	3	6	0	-21	-2.2	4	-0.7	-3	-8
CCOc1cc(C(=O)CCC(=O)OCC(=O)Nc2ccc(C)c(S(=O)(=O)N(C)C)c2)ccc1O	3	-1	7	-21	0.9	3	0.9	1	-3
Cc1cccc(-c2cc3c(N=O)c4ccccc4c-3n[nH]2)c1	5	2	6	-5	-1.7	3	1.3	1	-55
CS(=O)(=O)NCCNc1ccc(Cl)cc1[N+](=O)[O-]	11	-1	-1	-5	-2.0	-1	0.9	4	-21
